Screens (PubChem BioAssay)
GLP-1R agonist – qHTS of GLP-1 Receptor Agonists; HEK293 GLP-1R CRE-luciferase, luminescence, 4-6 h; cells express a hypersensitive GLP-1R form; Potency, µM (highest dose often 45.6 µM), for inactives: top-dose activation, hits mostly activators; 380,000 tested, 0.007% active; AID 624172, 2012; further: potency means the concentration at half of the fitted maximal effect; % of control where 0% means no effect
Target sequence (P43220 whole entry, looked up): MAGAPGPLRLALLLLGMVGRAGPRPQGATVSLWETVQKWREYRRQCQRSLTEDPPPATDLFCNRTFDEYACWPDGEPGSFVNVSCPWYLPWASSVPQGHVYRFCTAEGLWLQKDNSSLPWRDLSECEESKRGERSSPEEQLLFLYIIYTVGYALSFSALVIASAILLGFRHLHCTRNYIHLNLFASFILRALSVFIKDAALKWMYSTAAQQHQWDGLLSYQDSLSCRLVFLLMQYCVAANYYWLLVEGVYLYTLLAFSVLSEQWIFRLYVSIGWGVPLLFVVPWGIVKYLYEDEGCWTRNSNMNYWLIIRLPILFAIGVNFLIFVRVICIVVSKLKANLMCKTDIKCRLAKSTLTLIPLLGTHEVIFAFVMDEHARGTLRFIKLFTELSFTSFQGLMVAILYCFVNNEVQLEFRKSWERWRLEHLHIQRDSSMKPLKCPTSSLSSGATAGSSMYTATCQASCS
KB-3-1 cytotox – qHTS assay for MDR1-selective chemotherapeutics: Primary screen using the parental adenocarcinoma cell KB-3-1; KB-3-1 viability, CellTiter-Glo ATP luminescence, 72 h; Potency, µM (doses to about 46.1 µM), for inactives: top-dose activity change, negative = cytotoxic, hits mostly cytotoxic; 400,000 tested, 1.4% active; AID 1347075, 2019; further: potency means the concentration at half of the fitted maximal effect; on the % scale 0 is the no-effect control and ±100 the full control effect; nearly all actives have a fitted effect of over 60% in size
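Viability of parental KB-3-1 cells, measured by CellTiter-Glo luminescence, followed a 72 h incubation at 37 °C with pinned compounds in phenol-red-free DMEM containing 10% FBS.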
KB-V1 MDR tox – qHTS assay for MDR1-selective chemotherapeutics: Primary screen using the drug-selected MDR subline cells KB-V1; KB-V1 MDR cells viability, CellTiter-Glo, 72 h; Potency, µM (titrated, usually from 46.1 µM), for the others: at the top dose activity change, negative = cytotoxicity, usual class: cytotoxic; 400,000 tested, 3.4% active; further: potency means the concentration at half of the fitted maximal effect; on the % scale 0 is the no-effect control and ±100 the full control effect; nearly all actives have a fitted effect of over 60% in size
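Cells of the MDR subline KB-V1 are plated, dosed with compound at multiple concentrations, and incubated 72 h at 37 degrees C; CellTiter-Glo is then added and luminescence read after 10 min.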
D3 antag – qHTS of D3 Dopamine Receptor Antagonist: qHTS; D(3) dopamine receptor (Homo sapiens), P35462; D3R cells, DiscoveRx beta-arrestin luminescence, antagonist mode; hits give low values; max response, negative = inhibition, %; 360,000 tested, 2.5% active; in the data active means max response below about -50%; inconclusive means no clear call, values can overlap the other calls; further: on the % scale 0 is the no-effect control and ±100 the full control effect; mostly tested at two doses, the higher about 12 µM
Target sequence (P35462 whole entry, looked up): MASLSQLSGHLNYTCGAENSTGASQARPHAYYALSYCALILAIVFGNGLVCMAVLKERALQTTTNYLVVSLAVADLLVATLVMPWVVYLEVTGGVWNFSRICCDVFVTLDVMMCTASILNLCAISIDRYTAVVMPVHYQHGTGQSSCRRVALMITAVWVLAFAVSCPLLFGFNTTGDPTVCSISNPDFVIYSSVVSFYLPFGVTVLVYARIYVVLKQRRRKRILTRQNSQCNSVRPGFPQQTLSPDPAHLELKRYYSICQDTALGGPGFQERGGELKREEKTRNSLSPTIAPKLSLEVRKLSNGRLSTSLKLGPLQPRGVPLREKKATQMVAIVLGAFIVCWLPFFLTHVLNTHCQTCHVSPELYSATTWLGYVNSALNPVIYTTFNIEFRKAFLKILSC
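Cells expressing the human receptor were seeded at 1500 cells/well, incubated overnight at 37 degrees C in 5% CO2, then exposed to library compounds with dopamine controls for 90 minutes at 37 degrees C before luminescent detection.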
HT1080 IDH1KD tx – qHTS for induction of synthetic lethality in tumor cells producing 2HG: qHTS for the HT-1080-IDH1KD cell line; HT-1080 IDH1 knockdown viability, ATP luminescence, 48 h; Potency, µM (top dose mostly 46.1 µM), for inactives: at the highest dose activity, negative = toxicity, hits mostly cytotoxic; 360,000 tested, 2% active; AID 686971, 2013;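 further: potency means the concentration at half of the fitted maximal effect; 0% = DMSO wells and -100% = cell-free medium wells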
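Using the IDH1-knockdown HT-1080 line run in the same batch and compound series as the NT line, viability after 48 h at 37 °C was determined by CellTiter-Glo luminescence and expressed as % activity.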
IL1B secr inh – qHTS for Inhibitors of Inflammasome Signaling: IL-1-beta AlphaLISA Primary Screen | 360,000 tested, 4.7% active | THP-1 LPS/ATP IL-1B secretion, AlphaLISA, 16 h; hits give low values | activity change, % at 57.5 µM; in the data active means activity change below about -50%; inconclusive means mostly about -30% to -49%; further: on the % scale 0 is the no-effect control and ±100 the full control effect
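THP-1 cells pretreated 1 hr with compounds (up to 57.5 uM final), then stimulated with LPS (250 ng/mL final) plus ATP (1.25 mM final); secreted IL-1B measured by AlphaLISA after 16 hr, decreased signal indicating inhibition.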
DRD3 agonist – qHTS of D3 Dopamine Receptor Agonist: qHTS | D(3) dopamine receptor (Homo sapiens), P35462 | D3R DiscoveRx beta-arrestin cells, luminescence, 90 min | max activation, % | 410,000 tested, 0.58% active; in the data active means max activation above about 30%; further: 0% is about no effect; mostly tested at two doses, the higher about 12 µM
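Cells at 1500/well, incubated overnight, then treated with pinned compounds (dopamine as control) for 90 min at 37 degrees C. DiscoveRx reagent added for 30 - 60 minutes at room temperature; luminescence read.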
SW480 rereplic – A quantitative high throughput screen for small molecules that induce DNA re-replication in SW480 colon adenocarcinoma cells. SW480 DNA re-replication, Hoechst DNA content imaging, 48 h. Potency, µM (highest dose often 46.1 µM), without a hit: at the highest dose re-replication activation, most hits filed as activators. 340,000 tested, 1.8% active. AID 624297, 2012; further: potency means the concentration at half of the fitted maximal effect; % of control where 0% means no effect; nearly all actives have a fitted effect of over 55% in size
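Cells (250 per well) received 23 nL compound or DMSO by pin tool and were kept 48 hr at 37 C, 5% CO2. Nuclei were then stained with Hoechst for 40 min and scanned for DNA content.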
HT1080-NT tox – qHTS for induction of synthetic lethality in tumor cells producing 2HG: qHTS for the HT-1080-NT fibrosarcoma cell line; HT-1080-NT fibrosarcoma viability, CellTiter-Glo ATP luminescence, 48 h; Potency, µM (top dose mostly 46.1 µM), for inactives: at the highest dose activity, negative = less viability, most hits filed as cytotoxic; 360,000 tested, 1.6% active;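 further: NT is the 2HG producing partner of a matched IDH1 knockdown line; potency means the concentration at half of the fitted maximal effect; 0% = DMSO-treated cells and -100% = media-only wells without cells; nearly all actives have a fitted effect of over 55% in size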
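Read-out is CellTiter-Glo luminescence after 10 minutes at room temperature, following 48 hours' compound treatment of HT-1080-NT cells (750 cells/well, RPMI, 5% FBS, 37 degrees C).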
Active calls of the source: *; i = inactive; ? = inconclusive; / = not tested or not shown; [ ] = dose if it differs, or a comment. Unless noted, the call rests on the fitted dose curve; in most records, active means well fitted curve in the direction sought with a large enough effect; inconclusive means small, poorly fitted or top-dose-only effect, or another doubt; inactive means no such curve, though single readings can be large; an effect the other way counts as inactive or inconclusive.

SMILES | GLP-1R agonist | KB-3-1 cytotox | KB-V1 MDR tox | D3 antag | HT1080 IDH1KD tx | IL1B secr inh | DRD3 agonist | SW480 rereplic | HT1080-NT tox
O=C(O)c1cc(S(=O)(=O)Nc2ccc3c(c2)OCCO3)c(Cl)cc1Cl | -1.7% | 18.3% | 22.9% | ? | 4.5% | 66.9 | -10.7 | -0.1% | 15.1%
O=C(Nc1ccc(S(=O)(=O)Nc2ncccn2)cc1)C(F)(F)F | -4.0% | 5.8% | ? | -4.2 | 0.1% | -2.1 | -9.2 | 0.3% | -5.1%
COc1ccccc1/C=C\C(=O)NCC(=O)N/N=C/c1ccc(O)cc1O | 5.2% | -17.7% | 1.5% | -25.3 | 9.2µM* | 71.3 | -10.1 | -2.5% | ?
CCN(CC(=O)Nc1ccc(OC)cc1)C(=O)c1cc(S(=O)(=O)N2CCOCC2)ccc1N1CCCC1 | -0.6% | -1.6% | 19.1% | -2.9 | 6.8% | ? | 1.2 | -2.9% | 16.7%
Cc1ccc(S(=O)(=O)N2CC=C(C(=O)NCCC(C)C)CC2)cc1 | 11.0% | 3.4% | -7.8% | 15.4 | 4.0% | -1.5 | 8.3 | ? | 4.2%
Cc1cc(C(=O)Nc2c(F)cc(F)cc2Br)n(-c2ccccc2)n1 | 2.3% | -1.1% | 0.0% | 10.1 | -0.2% | 12.9 | 0.3 | -1.2% | 6.5%
O=S(=O)(c1ccc2ccccc2c1)n1cccn1 | -5.2% | 14.6% | 7.7% | 5.1 | 19.3% | 28.7 | 4.7 | 5.9% | 12.1%
CCC1C(=O)N=C(SCC(=O)Nc2ccc(S(N)(=O)=O)cc2)NC1=O (stereo not given) | 5.3% | 1.1% | ? | -3.5 | 13.1% | 9.5 | -5.3 | 5.0% | -5.2%
O=S(=O)(NCCCCCCNS(=O)(=O)c1c(F)cccc1F)c1ccc2c(c1)OCCO2 | 6.9% | -1.3% | -1.7% | / | / | / | / | -3.3% | /
Nc1cccc2c1C(=O)N(C(=O)c1cccc(S(=O)(=O)N3CCCC3)c1)C2=O | -1.3% | 5.3% | 28.5% | 10.2 | 9.6% | -10.4 | 1.0 | -0.1% | 7.2%
Cc1nc2ccccc2c2oc(C(=O)NCc3ccccn3)cc12 | -6.0% | -4.7% | 2.59µM* | 21.1 | -17.5% | 1.0 | 2.4 | -4.2% | -1.3%
CCOC(=O)CN(C(=O)CNC(=O)c1ccco1)C(C(=O)NC1CCCC1)c1ccccc1OCC (stereo not given) | -8.6% | 20.6% | 3.3% | 1.5 | 0.0% | 111.5 | 1.2 | 3.8% | 0.0%
Nc1ncnc2c1ncn2[C@@H]1O[C@H](CNC(=O)[C@H]2CCC(=O)N2)[C@@H](O)[C@H]1O | -4.3% | 0.0% | -0.1% | 0.0 | -2.6% | -2.6 | -6.9 | -5.3% | -6.4%
COc1ccccc1CC(=O)NN1C(=O)NC2(CCC(C)CC2)C1=O (stereo not given) | -5.0% | 4.3% | -2.0% | 27.3 | 2.0% | 4.3 | 7.7 | -6.4% | 6.1%
C/C(=N/NS(=O)(=O)c1ccc(C)c(C)c1)c1ccncc1 | -2.6% | 3.2% | -3.1% | -23.6 | 0.8% | 0.2 | -13.6 | -22.8% | -0.9%
COC(=O)c1ccc(C(=O)NC2CCCc3c2cnn3-c2cc(F)cc(F)c2)nc1 (stereo not given) | 5.0% | ? | 10.3µM* | 6.9 | 16.4µM* | i | 4.7 | 6.51µM* | ?
CCCc1nnc(NC(=O)CC(C)c2ccccc2)s1 (stereo not given) | -0.7% | -1.9% | ? | 15.6 | -7.2% | 16.8 | 1.3 | -4.0% | -3.9%
CC1CCCCN1C(=S)NCCc1ccccc1 (stereo not given) | -0.1% | 7.6% | -1.7% | 6.6 | 15.8% | -4.6 | 5.2 | -4.6% | 7.3%
COCCCN1C(=O)C(=O)/C(=C(/O)c2ccc(OC)cc2C)C1c1cccnc1 (stereo not given) | 0.7% | 0.2% | 19.9% | -19.4 | 4.6% | 0.0 | 1.8 | -4.5% | 2.6%
C=C1SC(=Nc2c(C)cc(C)cc2C)N(C(=O)c2sc3ccccc3c2Cl)C12CCCCC2 | -4.9% | -16.3% | 1.8% | -4.5 | 10.1% | -8.6 | -0.9 | -3.5% | 3.0%

Record cards, as listed above. Values in the order: GLP-1R agonist, KB-3-1 cytotox, KB-V1 MDR tox, D3 antag, HT1080 IDH1KD tx, IL1B secr inh, DRD3 agonist, SW480 rereplic, HT1080-NT tox
`CC1CCCCN1C(=S)NCCc1ccccc1` (stereo not given) as listed: -0.1%, 7.6%, -1.7%, 6.6, 15.8%, -4.6, 5.2, -4.6%, 7.3%
`CCCc1nnc(NC(=O)CC(C)c2ccccc2)s1` (stereo not given) as listed: -0.7%, -1.9%, ?, 15.6, -7.2%, 16.8, 1.3, -4.0%, -3.9%
`COCCCN1C(=O)C(=O)/C(=C(/O)c2ccc(OC)cc2C)C1c1cccnc1` (stereo not given) as listed: 0.7%, 0.2%, 19.9%, -19.4, 4.6%, 0.0, 1.8, -4.5%, 2.6%
`Cc1nc2ccccc2c2oc(C(=O)NCc3ccccn3)cc12` as listed: -6.0%, -4.7%, 2.59µM*, 21.1, -17.5%, 1.0, 2.4, -4.2%, -1.3%

(further entries)
SMILES | GLP-1R agonist | KB-3-1 cytotox | KB-V1 MDR tox | D3 antag | HT1080 IDH1KD tx | IL1B secr inh | DRD3 agonist | SW480 rereplic | HT1080-NT tox
CC1(C)NC(=O)N(CCCCOc2ccc3c(c2)CCC3)C1=O | 23.5% | ? | ? | 13.8 | ? | -0.6 | 20.5 | -21.6% | 0.9%
CCn1c(C)nc2cc(C(=O)N/N=C(\C)c3ccc(N4CCOCC4)cc3)ccc21 | 16.4% | 1.9% | 1.1% | 5.8 | 7.0% | -8.6 | 2.9 | 2.8% | 16.3%
O=C(c1ccc(-c2ccccc2)cc1)C1CCCN(C(=O)c2ccncc2)C1 (stereo not given) | 13.9% | -23.5% | 0.0% | -1.2 | -28.8% | -14.1 | -6.8 | 82.5% | -19.2%
CCOC(=O)c1cn(Cc2ccc(C)cc2)nn1 | 7.8% | 4.5% | -14.9% | 1.4 | -0.9% | 14.2 | 9.7 | -700.2%[inhibitor] | 6.4%
CCOc1ccc(NS(=O)(=O)c2coc(C(N)=O)c2)cc1 | -0.6% | -2.7% | 0.4% | -18.3 | 5.5% | 19.3 | 5.8 | 0.6% | 8.2%
Cc1ccc(NC(=O)C2CCCN2S(=O)(=O)c2ccc(F)cc2)c(C)c1 (stereo not given) | -8.1% | 1.1% | -16.6% | 11.7 | 1.2% | 12.7 | -4.0 | -4.6% | 2.2%
COc1cc([N+](=O)[O-])ccc1NC(=O)CCCOc1cccc(C)c1C | 10.8% | -20.4% | -0.8% | -16.5 | -21.8% | -20.1 | 0.6 | 3.4% | -5.9%
COc1ccc(C)cc1S(=O)(=O)N(C)CC(=O)Nc1ccc2c(c1)OCO2 | 4.8% | 9.9% | 0.0% | 10.9 | -21.9% | -5.6 | 4.0 | -2.8% | -18.1%
O=C(CCSCCC(=O)NCc1ccc(F)cc1)NCc1ccc(F)cc1 | -1.9% | -0.7% | 7.5% | 2.4 | 16.0% | 6.7 | -3.6 | -3.2% | 19.2%
COc1ccc(Oc2c(C)oc3c(CN4CCOCC4)c(O)ccc3c2=O)cc1 | -9.6% | -4.4% | -16.0% | 5.1 | 4.1% | 6.2 | -1.8 | 1.4% | 6.2%
C[C@@H]1CN([C@@H](C)CO)C(=O)CCCn2nncc2CO[C@H]1CN(C)C | 1.6% | 14.1% | -0.8% | -1.9 | 14.4% | 25.2 | 0.1 | / | 12.9%
CC(C)CNC(=O)c1cccc2c(-c3cccnc3)coc12 | 20.2% | -12.5% | -21.7% | 0.0 | 3.5% | -12.1 | 8.3 | / | -1.0%
COc1cccc(C(=O)Nc2ccc(N3CCN(C(=O)c4cccs4)CC3)cc2)c1 | 4.2% | 5.17µM* | 2.31µM* | 0.1 | 2.59µM* | -87.1* | 7.9 | 5.8µM* | ?
CC(C)C(=O)NC(Nc1cc(C(F)(F)F)ccc1Cl)C(Cl)(Cl)Cl (stereo not given) | -0.9% | -18.8% | -7.0% | 9.7 | -6.5% | 22.8 | 1.0 | 2.2% | -16.3%
CC(=O)N1CC[n+]2c(-c3ccc([N+](=O)[O-])cc3)csc21 | 6.5% | 0.3% | 11.3% | ? | -1.3% | 28.3 | -15.4 | -7.8% | 9.4%
CCN(CC)S(=O)(=O)c1ccc(OC)c(NC(=O)OCc2ccccc2)c1 | 17.4% | -0.6% | ? | 8.6 | -11.5% | 21.9 | 2.6 | -5.3% | ?
CN(C(=O)c1ccc(NC(=O)Cc2cccc(NC(=O)C3CCN(C(=O)C4CCCC4)CC3)c2)cc1)C1CC1 | 6.0% | 4.8% | ? | 28.7 | -3.5% | -27.1 | -10.5 | ? | -3.5%
COc1ccc(Cn2nnnc2C(c2cccs2)N2CCN(c3ccc([N+](=O)[O-])cc3)CC2)cc1 (stereo not given) | -23.3% | -19.8% | ? | -11.0 | 0.8% | -4.4 | -0.8 | -3.8% | -1.0%
COc1ccc(Cc2nnc(NC(=O)Nc3ccc(C)cc3)s2)cc1OC | -0.1% | 0.6% | 0.0% | 7.4 | 0.0% | 25.9 | 5.1 | 9.2% | -7.7%

Random draw from the library, and some 12% of all compounds hit somewhere here.
